# KB-3-1 tox: KB-3-1 parental cell cytotoxicity; AID 1347075; Potency, µM (series often up to 46.1 µM), inactives show at the top dose activity change, negative = cytotoxic, most hits filed as cytotoxic; KB-3-1 viability, CellTiter-Glo ATP luminescence, 72 h; 400,000 compounds, 1.4% hits; further: potency means the concentration at half of the fitted maximal effect; on the % scale 0 is the no-effect control and ±100 the full control effect; nearly all actives have a fitted effect of over 60% in size
#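 Cells are dispensed, compounds pinned in, plates held at 37 °C for 72 h, then CellTiter-Glo is added and luminescence read after 10 minutes. Cell line: parental KB-3-1 in phenol-red-free DMEM, 10% FBS.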
# IL-1B inflam inh: blocks inflammasome-driven IL-1 beta release; THP-1 LPS/ATP IL-1B secretion, AlphaLISA, 16 h; active compounds read low; activity change, % at 57.5 µM; 360,000 compounds, 4.7% hits; AID 743279; in the data active means activity change below about -50%; inconclusive means mostly about -30% to -49%; further: on the % scale 0 is the no-effect control and ±100 the full control effect
#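 Secreted IL-1B measured by AlphaLISA bead assay after 16 h compound exposure of THP-1 cells; compounds (final up to 57.5 uM) added 1 h before LPS (250 ng/mL) and ATP (1.25 mM) stimulation; lower signal means less secretion.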
# KB-V1 cytotox: kills drug-selected multidrug resistant KB-V1 cells; Potency, µM (series often up to 46.1 µM), inactives show at the top dose activity change, negative = cytotoxicity, actives largely listed as cytotoxic; 400,000 compounds, 3.4% hits; KB-V1 MDR cells viability, CellTiter-Glo, 72 h; further: potency means the concentration at half of the fitted maximal effect; on the % scale 0 is the no-effect control and ±100 the full control effect; nearly all actives have a fitted effect of over 60% in size
#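 Luminescent ATP read-out (CellTiter-Glo, 10 min) measures survival of drug-selected KB-V1 MDR cells after 72 h, 37 degrees C compound exposure. Medium: phenol-red-free DMEM, 10% FBS. Values from fitted concentration-response curves.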
# HT1080NT lethal: kills 2HG-producing HT-1080-NT fibrosarcoma cells; 360,000 compounds, 1.6% hits; Potency, µM (series often up to 46.1 µM), inactives show top-dose activity, negative = less viability, hits mostly cytotoxic; HT-1080-NT fibrosarcoma viability, CellTiter-Glo ATP luminescence, 48 h; AID 686970;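 further: NT is the 2HG producing partner of a matched IDH1 knockdown line; potency means the concentration at half of the fitted maximal effect; 0% = DMSO-treated cells and -100% = media-only wells without cells; nearly all actives have a fitted effect of over 55% in size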
#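 Luminescent CellTiter-Glo readout after 48 hours of compound exposure at 37 degrees C defined viability of HT-1080-NT cells. Activity was normalized to DMSO wells and cell-free media wells; concentration-response curves were fitted and assigned curve classes.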
# GLP1R ag: GLP-1 receptor (human) agonism. HEK293 GLP-1R CRE-luciferase, luminescence, 4-6 h; cells express a hypersensitive GLP-1R form. Potency, µM (top dose mostly 45.6 µM), without a hit: at the top dose activation, hits mostly activators. 380,000 compounds, 0.007% hits. AID 624172; further: potency means the concentration at half of the fitted maximal effect; % of control where 0% means no effect
# Target sequence (P43220 whole entry, looked up): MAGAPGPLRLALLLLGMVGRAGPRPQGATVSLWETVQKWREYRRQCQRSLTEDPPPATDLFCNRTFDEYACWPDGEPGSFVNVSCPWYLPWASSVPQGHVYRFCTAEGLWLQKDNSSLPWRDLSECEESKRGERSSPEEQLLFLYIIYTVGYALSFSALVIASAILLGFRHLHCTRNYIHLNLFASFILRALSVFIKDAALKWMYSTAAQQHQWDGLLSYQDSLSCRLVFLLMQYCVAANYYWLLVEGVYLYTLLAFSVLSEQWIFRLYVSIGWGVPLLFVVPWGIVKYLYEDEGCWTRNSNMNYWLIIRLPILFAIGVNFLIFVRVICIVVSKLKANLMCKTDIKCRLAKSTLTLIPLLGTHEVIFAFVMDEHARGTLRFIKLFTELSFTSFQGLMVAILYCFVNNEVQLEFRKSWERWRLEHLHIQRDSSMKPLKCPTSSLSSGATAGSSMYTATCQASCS
# SW480 rerep: induces DNA re-replication in SW480 colon adenocarcinoma cells. SW480 DNA re-replication, Hoechst DNA content imaging, 48 h. Potency, µM (doses to about 46.1 µM), inactives show at the top dose re-replication activation, hits mostly activators. 340,000 compounds, 1.8% hits. AID 624297; further: potency means the concentration at half of the fitted maximal effect; % of control where 0% means no effect; nearly all actives have a fitted effect of over 55% in size
#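 250 cells/well; 23 nL cpd via pin tool; 48 hr, 37 C, 5% CO2; Hoechst 40 min; imager read of total nuclear intensity, ex 405/em 500-530 nm.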
# HT1080 IDH1KD tx: toxicity to HT-1080 IDH1 knockdown cells (counter line); HT-1080 IDH1 knockdown viability, ATP luminescence, 48 h; 360,000 compounds, 2% hits; Potency, µM (highest dose often 46.1 µM), inactives show at the highest dose activity, negative = toxicity, most hits filed as cytotoxic;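 further: potency means the concentration at half of the fitted maximal effect; 0% = DMSO wells and -100% = cell-free medium wells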
#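 Assay cells: HT-1080 with IDH1 knockdown, 750 per well, RPMI/5% FBS. Exposure: 48 h at 37 °C following 2 h pre-incubation. Read: CellTiter-Glo luminescence; fitted concentration-response, curve class assigned.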
# DRD3 antagonist: blocks the human D3 dopamine receptor. 360,000 compounds, 2.5% hits. D3R cells, DiscoveRx beta-arrestin luminescence, antagonist mode; active compounds read low. P35462. max response, negative = inhibition, %. AID 652054; in the data active means max response below about -50%; inconclusive means no clear call, values can overlap the other calls; further: on the % scale 0 is the no-effect control and ±100 the full control effect; mostly tested at two doses, the higher about 12 µM
# Target sequence (P35462 whole entry, looked up): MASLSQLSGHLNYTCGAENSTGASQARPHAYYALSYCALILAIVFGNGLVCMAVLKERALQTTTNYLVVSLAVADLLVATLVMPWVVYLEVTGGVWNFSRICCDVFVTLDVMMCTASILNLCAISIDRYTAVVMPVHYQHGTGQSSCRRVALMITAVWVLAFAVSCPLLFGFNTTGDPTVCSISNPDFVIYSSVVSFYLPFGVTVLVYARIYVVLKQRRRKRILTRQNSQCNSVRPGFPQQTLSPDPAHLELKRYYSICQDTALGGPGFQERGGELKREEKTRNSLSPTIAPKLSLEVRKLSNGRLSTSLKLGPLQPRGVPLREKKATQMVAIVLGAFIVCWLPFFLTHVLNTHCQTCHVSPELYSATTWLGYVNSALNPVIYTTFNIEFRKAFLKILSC
#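 Cells plated overnight at 1500 cells/well, then exposed to library compounds with dopamine controls for 90 minutes at 37 degrees C. DiscoveRx reagent added for 30–60 minutes at room temperature; luminescence read, quantitative HTS format.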
# DRD3 agonist: D3 dopamine receptor (human) agonism. P35462. D3R DiscoveRx beta-arrestin cells, luminescence, 90 min. max activation, %. 410,000 compounds, 0.58% hits. AID 652048; in the data active means max activation above about 30%; further: 0% is about no effect; mostly tested at two doses, the higher about 12 µM
#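 Agonist mode: compounds and dopamine controls were applied to plated cells for 90 min at 37 degrees C after an overnight attachment at 1500 cells/well. Luminescent read-out followed 30 - 60 minutes at room temperature with DiscoveRx detection reagent.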
# An asterisk follows results filed as active; ? = inconclusive; . = no result given; & = joins results of further samples; [ ] = remark or other dose. Unless noted, the call rests on the fitted dose curve; in most records, active means well fitted curve in the direction sought with a large enough effect; inconclusive means small, poorly fitted or top-dose-only effect, or another doubt; inactive means no such curve, though single readings can be large; an effect the other way counts as inactive or inconclusive.
(1) O=c1[nH]cnc2ncc(-c3ccc(O)cc3)nc12
(2) O=C(CCS(=O)(=O)Cc1ccccc1)NC1CCCCC1
(3) O=C(Nn1c(-c2ccccc2)nc2ccccc2c1=O)c1ccco1
(4) Cc1ccc2[nH]cc(C(=O)CN3CCOCC3)c2c1
(5) Cc1ccc(S(=O)(=O)N(Cc2cccnc2)Cc2cc3ccccc3[nH]c2=O)cc1
(6) O=C(CN1CCN(c2ncccn2)CC1)NCc1ccccc1
(7) O=C1c2ccccc2C(c2nnnn2-c2ccc3c(c2)OCCO3)N1C1CC1 (stereo not drawn)
(8) O=C(Nc1cc(Cl)cc(Cl)c1)Nc1cnccn1

Screen / compound no.	1	2	3	4	5	6	7	8
KB-3-1 tox	22%	1%	22%	-11%	-10%	8%	0%	-3%
IL-1B inflam inh	16	9	12	-2	-6	25	2	0
KB-V1 cytotox	5%	10%	-20%	-10%	0%	12%	0%	-2%
HT1080NT lethal	28%	-1%	-2%	-9%	-8%	10%	2%	-3%
GLP1R ag	-1%	7%	-10%	3%	9%	-6%	0%	-1%
SW480 rerep	-12%	-3%	-12%	-1%	-9%	2%	.	2%
HT1080 IDH1KD tx	21%	1%	5%	-22%	-6%	11%	7%	-5%
DRD3 antagonist	-25	-10	28	18	13	0	24	-23
DRD3 agonist	-13	-19	5	4	-9	5	1	-1

# Only DRD3 agonist and HT1080 IDH1KD tx, for some of the entries so far:
entry	SMILES	DRD3 agonist	HT1080 IDH1KD tx
1	O=c1[nH]cnc2ncc(-c3ccc(O)cc3)nc12	-13	21%
2	O=C(CCS(=O)(=O)Cc1ccccc1)NC1CCCCC1	-19	1%
3	O=C(Nn1c(-c2ccccc2)nc2ccccc2c1=O)c1ccco1	5	5%
4	Cc1ccc2[nH]cc(C(=O)CN3CCOCC3)c2c1	4	-22%
5	Cc1ccc(S(=O)(=O)N(Cc2cccnc2)Cc2cc3ccccc3[nH]c2=O)cc1	-9	-6%

# Next part
(9) COCCNC(=O)/C(C#N)=C/c1ccc(N2CCOCC2)o1
(10) CCCCn1c(/N=C/c2cc(OC)ccc2O)nc2ccccc21
(11) COC(=O)c1ccc(NC(=O)c2ccccc2SC)cc1
(12) CC1CCN(C(C(=O)O)c2ccccc2)CC1 (stereo not drawn)
(13) CCOC(=O)C(C)C1(O)c2ccccc2-c2ncccc21 (stereo not drawn)
(14) COc1ccc(C(CNC(=O)c2cccc(S(=O)(=O)Nc3ccc(C)cc3)c2)N2CCOCC2)cc1 (stereo not drawn)
(15) CCCCC(=O)N1CCCC(c2nc3c(nnn3Cc3cc(C)ccc3C)c(=O)[nH]2)C1 (stereo not drawn)
(16) CC(Oc1ccccc1)C(=O)Nc1ccc(S(=O)(=O)NCC2CCCO2)cc1 (stereo not drawn)

Screen / compound no.	9	10	11	12	13	14	15	16
KB-3-1 tox	?	0%	4%	7%	1%	?	25%	-23%
IL-1B inflam inh	-10	4	-15	13	3	-17	1	37
KB-V1 cytotox	-8%	1%	-13%	26%	18%	?	?	-25%
HT1080NT lethal	25%	-11%	-2%	20%	0%	-14%	2%	2%
GLP1R ag	0%	-12%	1%	-3%	-7%	1%	-1%	-4%
SW480 rerep	-1%	-3%	-2%	-55%[inhibitor]	-6%	1%	-1%	-10%
HT1080 IDH1KD tx	22%	-3%	-23%	13%	-1%	-26%	-28%	-3%
DRD3 antagonist	-6	26	11	-16	6	-9	6	-18
DRD3 agonist	-2	7	-11	0	-6	-3	3	11

# As entered above:
# Entry of CCOC(=O)C(C)C1(O)c2ccccc2-c2ncccc21 (stereo not drawn) in GLP1R ag: -7%
# Entry of CC1CCN(C(C(=O)O)c2ccccc2)CC1 (stereo not drawn) in SW480 rerep: -55%[inhibitor]

# Continued.
(17) Cc1ccc(C)c(OCCC(=O)OCC(=O)NC(=O)NCc2ccccc2)c1
(18) COC(=O)c1c(NC(=O)CN(C)CC(=O)Nc2ccc(C)cc2)sc2c1CCC(C)C2 (stereo not drawn)
(19) O=C(NC(=S)Nc1ccccc1)c1ccc(Br)o1
(20) Cc1cc([N+](=O)[O-])nn1CC(=O)NC1CCCCC1
(21) Cc1cc(=O)oc2cc3c(cc12)OCO3
(22) CCOC(=O)c1cnc(SC)nc1Oc1cccc(NS(=O)(=O)c2ccc(C)cc2)c1
(23) CCOC(=O)c1cnn2c(SC)ncnc12
(24) Cc1ccc(NC(=S)Nc2ccc3cn[nH]c3c2)c(C)c1

Screen / compound no.	17	18	19	20	21	22	23	24
KB-3-1 tox	11%	-1%	5%	27%	11%	14%	17%	3%
IL-1B inflam inh	-88*	4	19	5	-8	16	-23	?
KB-V1 cytotox	1%	0%	-12%	3%	8%	-11%	7%	-1%
HT1080NT lethal	-1%	6%	13%	4%	2%	18%	-5%	20%
GLP1R ag	1%	2%	6%	9%	7%	-12%	3%	7%
SW480 rerep	-65%[inhibitor]	0%	12%	-5%	-7%	?	.	2%
HT1080 IDH1KD tx	7%	9%	0%	1%	0%	18%	0%	16%
DRD3 antagonist	-2	12	10	8	-13	22	-13	-11
DRD3 agonist	7	-15	4	7	-1	9	1	-1

(25) COc1cccc(C2CC(=O)Nc3c2c(=O)[nH]c2ncnn32)c1OC (stereo not drawn)
(26) CC(=O)c1cc(NC(=O)c2cccc(C(F)(F)F)c2)c(=O)oc1/C=C/N(C)C
(27) CC1CCCN(C(=O)COC(=O)C2CCN(S(=O)(=O)c3c(Cl)cccc3Cl)CC2)C1 (stereo not drawn)
(28) Cc1cc(NC(=O)Cc2ccccc2)no1
(29) Cc1cc2c(cc1C)NC1(C[C@H]3CCC(=O)N4CC[C@@H](C1)[C@@H]34)C(=NC(C)(C)CC(C)(C)C)N2 (stereo partly drawn)
(30) CCOC(=O)[C@@H]1[C@H]2COc3cc(OC)ccc3[C@H]2N2C(=O)N(c3cccc(Cl)c3)C(=O)[C@@]12C
(31) CC(O)CCC(=O)NNC(=S)Nc1ccccc1 (stereo not drawn)
(32) NC(=O)c1ccc(OCc2ccccc2)nc1

Screen / compound no.	25	26	27	28	29	30	31	32
KB-3-1 tox	2%	17%	8%	10%	0%&7%	0%	4%	-4%
IL-1B inflam inh	.	37	-1	0	1	-26	-1	-13
KB-V1 cytotox	2%	?	6%	-11%	-15%&-31%	-3%	?	-2%
HT1080NT lethal	.	0%	-1%	-2%	9%	-25%	14%	2%
GLP1R ag	1%	-8%	-11%	2%	8%	2%	-1%	-7%
SW480 rerep	.	1%	0%	20%	-11%	?	?	-6%
HT1080 IDH1KD tx	.	5%	-3%	1%	1%	10%	13%	17%
DRD3 antagonist	.	-9	25	0	40	12	4	-6
DRD3 agonist	-12	-1	1	-1	-5	1	-4	1

(33) COc1cc(/C=N/NC(=O)CC2C(=O)NN=C2C)ccc1O (stereo not drawn)
(34) N#CCCCSc1nnnn1-c1cccc(Cl)c1
(35) Cc1cccc(Nc2nc(NCc3ccco3)nc(N)c2[N+](=O)[O-])c1
(36) O=C(CCCn1c(=O)[nH]c2cc(Cl)ccc2c1=O)NCCN1CCN(c2ccccc2)CC1
(37) O=C(O)c1nc2nc(Cl)c(Cl)nc2[nH]1
(38) CSc1nc2sc3c(c2c(=O)[nH]1)CCCC3
(39) Cc1cc(NC(=O)CSc2ccc3nnc(-c4ccccc4)n3n2)no1
(40) O=C(/C=C/c1ccccc1)c1cc(Br)ccc(=O)c1O

Screen / compound no.	33	34	35	36	37	38	39	40
KB-3-1 tox	1%	-2%	-11%	-10%	?	-18%	-2%	12µM*
IL-1B inflam inh	-6	26	18	12	52	33	26	-59*
KB-V1 cytotox	2%	-23%	-9%	-2%	8%	-2%	-20%	?
HT1080NT lethal	10%	17%	0%	-7%	-9%	1%	-12%	18µM*
GLP1R ag	-2%	-7%	24%	6%	-1%	14%	12%	-5%
SW480 rerep	-16%	1%	12%	-2%	-12%	-1%[9.22 µM]	-5%	?
HT1080 IDH1KD tx	-1%	11%	-10%	-2%	-1%	-6%	-29%	?
DRD3 antagonist	1	-11	1	-29	-4	-23	-9	0
DRD3 agonist	-1	2	-5	-9	-2	-4	-6	-7

(41) COc1ccc(NC(=O)/C(Cl)=C(/Cl)S(=O)Cc2ccccc2)cn1 (stereo not drawn)
(42) O=c1c(C(c2ccc(O)cc2)c2c(O)nc3n(c2=O)CCCS3)c(O)nc2n1CCCS2
(43) O=C(NCc1cccnc1)C1CCCN1S(=O)(=O)c1ccc(Cl)cc1 (stereo not drawn)
(44) O=C(Nc1cccnc1Cl)c1cc(-c2cccc(O)c2)on1
(45) CN(C(=O)COC(=O)CNC(=O)c1ccccc1F)C1CCCCC1
(46) CC(=O)c1cccc(OCC(=O)N(C)CC(=O)Nc2ccc(F)cc2)c1
(47) Cc1ccc(S(=O)(=O)NCC(=O)OCC(=O)Nc2cccc(S(=O)(=O)NC3=NCCCCC3)c2)cc1
(48) CN1CCN(c2ccc(NC(=O)c3ccco3)cc2Cl)CC1
(49) C=CCN1C(=O)C2C(C(=O)NCc3ccccc3)C3(C)C=CC2(O3)C1C(=O)NC(C)(C)C (stereo not drawn)

Screen / compound no.	41	42	43	44	45	46	47	48	49
KB-3-1 tox	5.8µM*	-7%	-3%	1%	-1%	-16%	4%	22%	1%
IL-1B inflam inh	-103*	20	9	4	10	5	-1	-5	10
KB-V1 cytotox	8.2µM*	-1%	3%	39%	27%	1%	4%	-2%	6%
HT1080NT lethal	5.8µM*	15%	6%	-29%	-8%	10%	11%	32%	7%
GLP1R ag	-24%	-2%	-3%	13%	5%	-2%	-3%	-5%	-14%
SW480 rerep	?	0%	?	-17%	-3%	1%	-2%	0%	-1%
HT1080 IDH1KD tx	1.5µM*	21%	2%	-1%	-10%	-1%	12%	27%	8%
DRD3 antagonist	-131*	9	5	-3	-20	-9	8	-5	22
DRD3 agonist	-28	0	2	5	-20	-13	-4	-4	-1
